KAT2A inh – blocks human GCN5L2 histone acetyltransferase; Q92830; GCN5L2 HAT assay, ThioGlo1 CoA-SH fluorescence; Potency, µM (doses to about 58.9 µM), for the others: at the highest dose activity change, negative = inhibition, usual class: inhibitors; actives 0.21% (n = 390,000)
Target sequence (Q92830 whole entry, looked up): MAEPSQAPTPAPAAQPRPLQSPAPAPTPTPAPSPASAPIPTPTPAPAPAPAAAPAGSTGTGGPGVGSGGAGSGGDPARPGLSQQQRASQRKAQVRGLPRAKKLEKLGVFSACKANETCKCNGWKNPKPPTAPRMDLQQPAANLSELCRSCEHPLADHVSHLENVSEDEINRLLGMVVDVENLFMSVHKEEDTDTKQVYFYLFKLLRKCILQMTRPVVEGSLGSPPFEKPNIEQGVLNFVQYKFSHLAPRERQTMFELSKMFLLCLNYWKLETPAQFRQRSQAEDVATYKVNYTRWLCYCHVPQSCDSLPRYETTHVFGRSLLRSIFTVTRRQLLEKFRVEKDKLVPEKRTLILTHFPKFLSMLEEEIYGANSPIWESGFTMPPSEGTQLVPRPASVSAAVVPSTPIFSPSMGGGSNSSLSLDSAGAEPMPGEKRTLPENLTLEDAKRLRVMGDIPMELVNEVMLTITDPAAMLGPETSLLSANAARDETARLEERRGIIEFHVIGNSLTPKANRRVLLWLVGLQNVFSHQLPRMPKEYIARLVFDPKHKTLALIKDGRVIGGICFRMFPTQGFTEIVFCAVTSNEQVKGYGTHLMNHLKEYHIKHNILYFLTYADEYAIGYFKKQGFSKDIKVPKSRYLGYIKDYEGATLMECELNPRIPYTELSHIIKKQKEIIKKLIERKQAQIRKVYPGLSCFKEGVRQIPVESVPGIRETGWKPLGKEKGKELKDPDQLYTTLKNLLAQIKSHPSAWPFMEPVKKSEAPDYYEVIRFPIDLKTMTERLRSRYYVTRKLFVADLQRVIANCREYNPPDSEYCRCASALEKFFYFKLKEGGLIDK
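Titration-based screen in which CoA formation is detected via maleimide probe ThioGlo1 (50uM) turning fluorescent on thiol reaction; substrates H3(1-25) 75uM and acetyl-CoA 70uM, GCN5L2 20nM, 20 min incubation at room temperature.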
FEN1 inhibitor – blocks human flap endonuclease 1; Recombinant FEN1 flap cleavage, fluorescence, 15 min; Potency, µM (series often up to 114 µM), inactives show at the highest dose activity change, negative = inhibition, usual class: inhibitors; actives 0.35% (n = 390,000); AID 588795; further: nearly all actives have a fitted effect of over 65% in size
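Reaction started by adding substrate (50 nM final) to 10 nM enzyme after 15 min room-temperature compound preincubation. Reads at 0 and 15 min, with data normalized and fitted to a four-parameter Hill equation.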
N370S GC – N370S glucocerebrosidase modulation, Gaucher chaperone candidate; P04062; N370S GC spleen homogenate, 4MU-glucoside fluorescence; Potency, µM (titrated, usually from 59.4 µM), inactives show at the top dose activity change, negative = inhibition, hits mostly inhibitors; actives 0.092% (n = 330,000);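 further: 0% = full enzyme activity and -100% = no enzyme basal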
The depositor's hits bear a star; & = joins results of further samples; [ ] = dose if it differs, or a comment. The call rests on the fitted dose curve; in most records, active means well fitted curve in the direction sought with a large enough effect; inconclusive means small, poorly fitted or top-dose-only effect, or another doubt; inactive means no such curve, though single readings can be large; an effect the other way counts as inactive or inconclusive. Unless noted, on the % scale 0 is the no-effect control and ±100 the full control effect; potency means the concentration at half of the fitted maximal effect. The list is partial; rates above refer to the full screens.

For CC(C)(C)OC(=O)C[C@H]1C/C=C\C[C@H](CC(=O)N(CCO)Cc2ccccc2)C(=O)N[C@@H](Cc2ccccc2)COC1=O the results were KAT2A inh 1% and FEN1 inhibitor -7%.
Screening CCN1/C(=C/C=C/C=C/C=C/c2sc3ccccc3[n+]2CC)Sc2ccccc21 returned KAT2A inh inconclusive, FEN1 inhibitor -17% and N370S GC -8%.
Cn1nnc(C(O)CNCc2cccs2)n1 (stereo not drawn) was read as KAT2A inh 0%, FEN1 inhibitor inconclusive and N370S GC -5%.
For CCc1c(C)sc(NC(=S)Nc2cccnc2)c1C(=O)OC the results were KAT2A inh -4%, FEN1 inhibitor 3% and N370S GC 18%.
`Cc1cccc(NC(=O)CNC(=O)c2ccccc2Cl)n1` gave KAT2A inh 0%, FEN1 inhibitor inconclusive and N370S GC 1%.
For O=S(=O)(c1ccccc1)c1nc(-c2ccc(F)cc2)oc1NCc1ccccc1 the results were KAT2A inh -2% and FEN1 inhibitor 15%.
For O=C(NCc1ccccc1)C(=O)NCC(c1cccs1)S(=O)(=O)c1cccs1 (stereo not drawn) the results were KAT2A inh -4% and FEN1 inhibitor -7%.
CC(=O)NC(=S)Nc1ccc(S(=O)(=O)Nc2nc(C)cc(C)n2)cc1 was read as KAT2A inh -7%, FEN1 inhibitor 2% and N370S GC -14%.
`Cc1cc(NS(=O)(=O)N(C)C)ccc1C(C)C` gave KAT2A inh -5%, FEN1 inhibitor 2% and N370S GC 9%.
Screening NC(=O)[C@@H]1CCNc2c(I)cc([N+](=O)[O-])cc2C(=O)N[C@@H](CCC(=O)O)C(=O)N[C@@H](CO)C(=O)N1 returned KAT2A inh -9%, FEN1 inhibitor -2% and N370S GC 10%.

No new results follow: an excerpt of the list.
For CC(C)(C)OC(=O)C[C@H]1C/C=C\C[C@H](CC(=O)N(CCO)Cc2ccccc2)C(=O)N[C@@H](Cc2ccccc2)COC1=O the results were KAT2A inh 1% and FEN1 inhibitor -7%.
Screening CCN1/C(=C/C=C/C=C/C=C/c2sc3ccccc3[n+]2CC)Sc2ccccc21 returned KAT2A inh inconclusive, FEN1 inhibitor -17% and N370S GC -8%.

Going on with the list.
Cc1ccc(C(=O)O/N=C2\CCCc3ccccc32)cc1 was read as KAT2A inh inconclusive, FEN1 inhibitor 8% and N370S GC 10%.
O=C(NNC(=O)c1sc2cccc(Cl)c2c1Cl)Nc1ccccc1 was read as KAT2A inh -1%, FEN1 inhibitor -8% and N370S GC 2%.
`CC1(C)Cc2c(cnn2-c2cccc(F)c2)C(NC(=O)c2cc[n+]([O-])cc2)C1` (stereo not drawn) gave KAT2A inh -2%, FEN1 inhibitor -8% and N370S GC -4%.
For CCNc1ncc2nc(C)c(=O)n(C)c2n1 the results were KAT2A inh -24% and N370S GC inconclusive.
For COc1ccc(Cn2c(C(F)(F)F)ccc(C(N)=O)c2=O)cc1 the results were KAT2A inh -8%, FEN1 inhibitor 2% and N370S GC -5%.
Screening COc1cc2nc(C3CCC3)n(NC(=O)C(OC(C)=O)c3ccccc3)c(=O)c2cc1OC (stereo not drawn) returned KAT2A inh -4%, FEN1 inhibitor -2% and N370S GC 14%.
COc1ccc(-n2c(=S)[nH]c3sc4c(c3c2=O)CCN(C)C4)cc1 was read as KAT2A inh -3% and N370S GC -4%.
Cc1ccc(C(=O)CSc2ccc(-c3ccccc3)nn2)cc1 was read as KAT2A inh -13%, FEN1 inhibitor -20% and N370S GC 13%.
Screening Oc1ccc(/C=N/N2CCCCC2)cc1O returned KAT2A inh -28%, FEN1 inhibitor -6% and N370S GC -4%.
`COc1ccc(/C=N/n2cnc3c([nH]c4ccccc43)c2=O)cc1CO` gave KAT2A inh -11%, FEN1 inhibitor -24% and N370S GC 9%.

The final 4 entries of the part above come first, to join the parts:
COc1ccc(-n2c(=S)[nH]c3sc4c(c3c2=O)CCN(C)C4)cc1 was read as KAT2A inh -3% and N370S GC -4%.
Cc1ccc(C(=O)CSc2ccc(-c3ccccc3)nn2)cc1 was read as KAT2A inh -13%, FEN1 inhibitor -20% and N370S GC 13%.
Screening Oc1ccc(/C=N/N2CCCCC2)cc1O returned KAT2A inh -28%, FEN1 inhibitor -6% and N370S GC -4%.
`COc1ccc(/C=N/n2cnc3c([nH]c4ccccc43)c2=O)cc1CO` gave KAT2A inh -11%, FEN1 inhibitor -24% and N370S GC 9%.
For CCOc1cccc2sc(N(CCN(C)C)C(=O)c3ccc4ccccc4c3)nc12 the results were KAT2A inh -3%, FEN1 inhibitor -5% and N370S GC -10%.
Screening O=C(c1cc(-c2ccncc2)nc2ccccc12)N1CCN(Cc2ccccc2)CC1 returned KAT2A inh 0% and FEN1 inhibitor 0%.
Cc1cc(C)cc(Oc2nc(-c3ccccc3)cc(C)c2S(C)(=O)=O)c1 was read as KAT2A inh -25%, FEN1 inhibitor -12% and N370S GC 13%.
`CN1CCC(=O)N([C@H](CO)c2ccccc2)CC1` gave KAT2A inh 2%, FEN1 inhibitor -16% and N370S GC 2%.
COc1ccc(C(C)=O)cc1CN1C(=O)NC2(CCCCCCC2)C1=O was read as KAT2A inh 3%, FEN1 inhibitor 7% and N370S GC 3%.
For CCOP(=O)(OCC)c1nc(-c2ccccc2Cl)oc1N1CCOCC1 the results were KAT2A inh -1%, FEN1 inhibitor 8% and N370S GC -16%.
For CCN(C(=O)CN1CCOCC1)C1(C)C(=O)c2ccccc2C1=O the results were KAT2A inh -5%, FEN1 inhibitor 3% and N370S GC 1%.
CCc1nnc(NC(=O)CSc2ccc(-c3nc4ccc(C)cc4[nH]3)cn2)s1 was read as KAT2A inh -7%, FEN1 inhibitor 5% and N370S GC 6%.
O=C(O)c1cccc(S(=O)(=O)NCCC(c2ccccc2)c2ccccc2)c1 was read as KAT2A inh -16%, FEN1 inhibitor 3% and N370S GC 5%.
`Cc1ccsc1C(=CCCN1CCC[C@@H](C(=O)O)C1)c1sccc1C` gave KAT2A inh -8% and FEN1 inhibitor 17%.

Random excerpt: two entries already listed
O=C(NNC(=O)c1sc2cccc(Cl)c2c1Cl)Nc1ccccc1 was read as KAT2A inh -1%, FEN1 inhibitor -8% and N370S GC 2%.
CC(=O)NC(=S)Nc1ccc(S(=O)(=O)Nc2nc(C)cc(C)n2)cc1 was read as KAT2A inh -7%, FEN1 inhibitor 2% and N370S GC -14%.

(further entries)
Cn1nc2c3ccccc3n(Cc3ccc(F)cc3)c2nc1=S was read as KAT2A inh -10%, FEN1 inhibitor 17% and N370S GC 1%.
O=C(c1cc(COc2ccc3ncccc3c2)on1)N1CCC(O)CC1 was read as KAT2A inh 1%, FEN1 inhibitor -2% and N370S GC -8%.
CC(C)c1nnc(NC(=O)c2nc(S(=O)(=O)Cc3ccc(F)cc3)ncc2Cl)s1 was read as KAT2A inh -4%, FEN1 inhibitor 4% and N370S GC 4%.
COc1ccc2[nH]c(=O)c(-c3noc(-c4ccc(F)cc4)n3)cc2c1 was read as KAT2A inh -3%, FEN1 inhibitor -10% and N370S GC 1%.
For Cc1ccc(NC(=O)[C@@H](NC(=O)c2cccc(S(=O)(=O)N3CCOCC3)c2)C(C)C)cc1C the results were KAT2A inh -7%, FEN1 inhibitor 6% and N370S GC -10%.
`COC(CNC(=O)c1ccc(CS(=O)(=O)c2ccc(C)cc2)o1)OC` gave KAT2A inh 6%, FEN1 inhibitor -2% and N370S GC 1%.
Screening O=C(CCCc1c[nH]c2ccccc12)N1CCOCC1 returned KAT2A inh 19%, FEN1 inhibitor -5% and N370S GC -25%.
For COC(=O)CC1=NN(c2nc3ccccc3s2)C(=O)/C1=C/N(C)C the results were KAT2A inh -3%, FEN1 inhibitor -12% and N370S GC -2%.
Cc1ccc(C2OCC3(CO)COC(c4ccc(C)cc4)N23)cc1 (stereo not drawn) was read as KAT2A inh 0%, FEN1 inhibitor -2% and N370S GC 5%.
`O=C(C/C=N\O)Nc1ccc(Oc2ccccc2)cc1` gave KAT2A inh 1%, FEN1 inhibitor -16% and N370S GC -11%.
`Cc1ccc(NC(=O)NC(=O)CSc2nnc(-c3ccc(OC(F)F)cc3)n2N)c(C)c1` gave KAT2A inh 46%[activator], FEN1 inhibitor 7% and N370S GC 12%.
Screening COc1cc2cc(CNc3ccccc3)c(=O)n(CC(=O)Nc3cccc(Cl)c3C)c2cc1OC returned KAT2A inh -16% and FEN1 inhibitor -20%.
NC(=O)COc1ccc(-c2noc(COc3ccccc3[N+](=O)[O-])n2)cc1 was read as KAT2A inh -3%, FEN1 inhibitor 1% and N370S GC 2%.
O=C(COC(=O)C1CCN(S(=O)(=O)c2ccccc2)CC1)NC(=O)c1ccc(OC(F)F)cc1 was read as KAT2A inh 0%, FEN1 inhibitor 6% and N370S GC 0%.
Screening COc1ccccc1NC(=O)CSc1oc(-c2ccccc2)nc1S(=O)(=O)c1ccc(C)cc1 returned KAT2A inh -9% and FEN1 inhibitor -19%.
`CCN(CC(=O)NC1CCS(=O)(=O)C1)C(C)C(=O)Nc1ccc(F)cc1` (stereo not drawn) gave KAT2A inh -8% and FEN1 inhibitor -4%.
For Clc1ccc(OCCSc2ncccn2)c2ccccc12 the results were KAT2A inh -4%, FEN1 inhibitor -12% and N370S GC 7%.
`CC(NC(=O)CNC(=O)Cc1cccc2ccccc12)c1ccc(S(N)(=O)=O)cc1` (stereo not drawn) gave KAT2A inh -2%, FEN1 inhibitor -9% and N370S GC -5%.
Screening CN(CC(=O)NCc1ccccc1Cl)CC(=O)Nc1cccc(F)c1 returned KAT2A inh 0%, FEN1 inhibitor 20% and N370S GC 0%.
For Cc1[nH]c2ccccc2c1C(=O)NS(=O)(=O)Nc1ccccc1 the results were KAT2A inh -4%, FEN1 inhibitor 6% and N370S GC -8%.
For CCN(c1ccccc1)S(=O)(=O)c1ccc(Oc2ccc(C(C)=O)cc2OC)nc1 the results were KAT2A inh -15% and FEN1 inhibitor 2%.
For Cc1nc(SC(C)C(=O)NCC2CCCO2)c2cc(-c3ccccc3)sc2n1 (stereo not drawn) the results were KAT2A inh -18%, FEN1 inhibitor 2% and N370S GC 1%.
For CN(C)/C=C/C(=O)c1ccc(Oc2ncccn2)cc1 the results were KAT2A inh -7%, FEN1 inhibitor 1% and N370S GC 0%.
For CCN(CC)CCOC(=O)C12CC3CC(CC(C3)C1)C2 the results were KAT2A inh 0%, FEN1 inhibitor -2% and N370S GC -2%.
C=CCN1C(=O)/C(=C2/Sc3ccc(OC)cc3N2C)SC1=Nc1ccc(OC)cc1 was read as KAT2A inh -2% and N370S GC 3%.
`Cc1cc(C)c(NC(=O)CN(C)C(=O)C2CC(=O)N(c3cccc4ccccc34)C2)c(C)c1` (stereo not drawn) gave KAT2A inh -6% and FEN1 inhibitor -12%.
For O=C(O)Cc1ccc(-n2cccc2)cc1 the results were KAT2A inh inconclusive, FEN1 inhibitor inconclusive and N370S GC -2%.
COc1ccc(OC)c2c(C)cc(N3CCN(C(=O)c4ccc(C)cc4)CC3)nc12 was read as KAT2A inh -4%, FEN1 inhibitor -11% and N370S GC -9%.
CC1=N/C(=C/c2ccco2)C(=O)O1 was read as KAT2A inh -28%, FEN1 inhibitor -21% and N370S GC 6%.
For Cc1ncsc1C(=O)Nc1cccc(C(F)(F)F)c1 the results were KAT2A inh -3%, FEN1 inhibitor 0% and N370S GC -6%.
For C=CCN1C(=O)[C@H]2CCC=C[C@H]2[C@@H]1c1cccc(C)c1 the results were KAT2A inh -24% and FEN1 inhibitor -2%.
Screening Cc1ccccc1C(=O)Nc1ccc(Cl)cn1 returned KAT2A inh -1%, FEN1 inhibitor -15% and N370S GC -1%.
COc1ccccc1CNC(=O)c1cccc(NC(=O)c2ccccc2)c1 was read as KAT2A inh -2%, FEN1 inhibitor inconclusive and N370S GC -2%.
`CN1C(=O)S/C(=C\c2ccc(-n3cncn3)cc2)C1=O` gave KAT2A inh inconclusive, FEN1 inhibitor 17% and N370S GC -3%.
Screening COc1cccc(NC(=O)CNC(=O)c2ccc(C)o2)c1 returned KAT2A inh 0%, FEN1 inhibitor 7% and N370S GC 0%.
For Cc1ccc(-c2nnn(CCC(=O)Nc3ccc4c(c3)OCO4)n2)cc1 the results were KAT2A inh 9%, FEN1 inhibitor -4% and N370S GC 3%.
For CCC(C)Sc1ccc([C@@H]2[C@@H]3C(=O)N(C)C(=O)[C@@H]3[C@]3(C(=O)OC)CCCCN23)cc1OC (stereo partly drawn) the results were KAT2A inh -1%, FEN1 inhibitor -11% and N370S GC -15%.
Screening COc1ccc(-c2nnc(SCc3ccc(C(=O)O)cc3)n2C)cc1OC returned KAT2A inh -9%, FEN1 inhibitor 19% and N370S GC -2%.
For Cn1c(=O)c2c(SCC(=O)N3CCCC3)nc(-c3ccccc3)nc2n(C)c1=O the results were KAT2A inh -19%, FEN1 inhibitor -4% and N370S GC -11%.
Screening COc1ccc(O)c(-c2cc(-c3ccccc3[N+](=O)[O-])[nH]n2)c1 returned KAT2A inh -4%, FEN1 inhibitor -4% and N370S GC -18%.
Screening CC(C)(C)[Si](OCC[C@@H]1C[C@@]1(C)[C@@H](NP(=O)(c1ccccc1)c1ccccc1)c1ccccc1)(c1ccccc1)c1ccccc1 returned KAT2A inh -8% and N370S GC -6%&11%.
For CCn1c(SCC(=O)NCc2ccco2)nnc1-c1cccs1 the results were KAT2A inh -16%, FEN1 inhibitor 0% and N370S GC -3%.

Assay outcomes (PubChem BioAssay)
